Compound activity from PubChem BioAssay.
PLAP act: activates human placental alkaline phosphatase; P05187; purified PLAP enzyme, luminescent substrate read-out; hits give high values; activation fold at 20 µM; actives 1.2% (n = 96,000); in the data active = activation fold above about 2
Pyk2 oligo antag: Pyk2 (human) oligomerization antagonism | Q293 cells, Pyk2 FERM NanoBiT luminescence; hits give low values | z-score (the deposit names both 25 µM and 10 µM) | actives 0.83% (n = 99,000) | AID 1347419;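 active = Z-score of -3 or lower, scaled per plate to the spread of control and sample wells; inactive = z-score above -3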;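 also: negative z-score means lost luminescence so less FERM oligomerization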
Target sequence (Q14289 whole entry, looked up): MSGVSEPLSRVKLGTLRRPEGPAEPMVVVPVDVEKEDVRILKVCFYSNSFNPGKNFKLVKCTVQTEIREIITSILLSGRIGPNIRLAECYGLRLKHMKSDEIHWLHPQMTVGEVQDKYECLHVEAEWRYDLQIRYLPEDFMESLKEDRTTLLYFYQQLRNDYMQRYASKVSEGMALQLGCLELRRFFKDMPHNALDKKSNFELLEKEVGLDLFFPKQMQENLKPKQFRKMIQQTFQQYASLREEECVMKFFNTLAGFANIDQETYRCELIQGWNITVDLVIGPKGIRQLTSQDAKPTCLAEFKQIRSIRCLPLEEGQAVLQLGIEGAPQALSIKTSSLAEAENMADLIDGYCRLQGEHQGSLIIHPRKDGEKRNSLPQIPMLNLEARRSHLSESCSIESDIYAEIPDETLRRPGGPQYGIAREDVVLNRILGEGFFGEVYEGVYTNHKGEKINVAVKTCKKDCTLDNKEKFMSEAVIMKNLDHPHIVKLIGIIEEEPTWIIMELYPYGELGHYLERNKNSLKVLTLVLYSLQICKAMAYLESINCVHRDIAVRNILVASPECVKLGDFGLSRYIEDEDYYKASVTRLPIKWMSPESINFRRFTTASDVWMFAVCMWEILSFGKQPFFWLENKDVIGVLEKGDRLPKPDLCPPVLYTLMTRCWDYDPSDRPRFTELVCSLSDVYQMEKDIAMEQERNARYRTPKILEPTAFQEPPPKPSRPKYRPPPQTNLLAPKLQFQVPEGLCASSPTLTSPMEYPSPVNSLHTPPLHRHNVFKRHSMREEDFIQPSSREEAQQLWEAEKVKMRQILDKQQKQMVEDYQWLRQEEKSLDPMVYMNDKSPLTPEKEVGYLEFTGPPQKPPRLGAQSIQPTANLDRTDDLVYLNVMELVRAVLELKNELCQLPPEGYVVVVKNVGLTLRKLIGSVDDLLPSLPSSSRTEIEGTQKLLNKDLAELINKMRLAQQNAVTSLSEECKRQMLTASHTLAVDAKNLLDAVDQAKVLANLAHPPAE
CYP2C19 inhib: inhibitors of human CYP2C19; P33261; actives 21% (n = 96,000); inhibition, % at 5 µM; CYP2C19 Supersomes, luciferin-H EGE luminescence, 30 min;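 active = CYP2C19 inhibition above a set limit at 5 µM in the primary screen, cut at about 50% in these data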;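 also: plate controls were negative control wells for no effect and 2.5 mM tranylcypromine positive control for full effect; values of inactives mirror those of a sister screen read the other way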
EphB4 antag: blocks human EphB4 binding to ephrin-B2. P54760. EphB4 LBD / TNYL-RAW-Alexa532 peptide, fluorescence polarization. inhibition, % at 7 µM. actives 0.15% (n = 97,000). AID 720;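 active = inhibition above the screen-wide mean inhibition plus 3 SD, cut at about 15% in these data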;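 also: 0% = DMSO wells and 100% = excess unlabeled TNYL-RAW peptide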
CYP2C19 act: activators of human cytochrome P450 2C19. P33261. recombinant CYP2C19, luciferin-H EGE luminescence; hits give high values; 0 = fully inhibited enzyme, 1 = untreated enzyme. activation factor at 5 µM. 96,000 tested, under 10 active. AID 1025;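 active = activation factor of at least 2 at 5 µM in the primary screen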;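 also: 0 = wells with 2.5 mM tranylcypromine and 1 = vehicle-only wells; values of inactives mirror those of a sister screen read the other way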
CYP2C9 inhib: inhibitors of human CYP2C9; P11712; CYP2C9 Supersomes, luciferin-H conversion, luminescence; inhibition, % at 5 µM; actives 20% (n = 96,000); AID 777;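 active = blocking of liver enzyme CYP2C9 beyond about 50% at 5 µM, limit read from the data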; also: values of inactives mirror those of a sister screen read the other way
E coli WT exp: growth inhibitors of E. coli BW25113 wild type | AID 710 | OD600 absorbance | actives 0.15% (n = 98,000) | growth inhibition, % at 100 µM;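 active = growth inhibition above about 50% at one test dose, limit read from the data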;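 also: growth measured after 20 h incubation at 37 °C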
CYP2C9 act: activators of human CYP2C9; AID 1024; actives 1.4% (n = 96,000); activation factor at 5 µM; recombinant CYP2C9, luciferin-H conversion, luminescence; hits give high values; factor 1 = untreated enzyme, 0 = blocked;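 active = activation factor of 2 or more for CYP2C9 at a 5 µM dose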;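 also: 0 = sulfaphenazole-blocked wells and 1 = vehicle-only wells; values of inactives mirror those of a sister screen read the other way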
PostGolgi yeast: growth inhibition of a yeast mutant, post-Golgi transport screen; post-Golgi transport phenotypic cell assay; inhibition, % at 10 µM; actives 0.9% (n = 98,000); in the data active = inhibition above about 30%;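 also: yeast cells grown in 1536-well plates; yeast grown about 18 h at 30C before absorbance read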
Active calls of the source: *; / = no result given. An unsorted share of the library; any-hit rate near 31%.

Second line of a record: PLAP act	Pyk2 oligo antag	CYP2C19 inhib	EphB4 antag	CYP2C19 act	CYP2C9 inhib	E coli WT exp	CYP2C9 act	PostGolgi yeast
- Cc1ccc(C)c(N2CCN(S(=O)(=O)c3ccc4c(c3)oc(=O)n4C)CC2)c1
→ 1.4	-1.7	4	-7	1	88*	4	0.1	-2
- O=C1CC(C(=O)NCc2ccccc2)N=C(N2CCCCC2)N1 (stereo not drawn)
→ 1.2	-0.73	-11	1	1.1	-21	2	1.2	-11
- CCCCOc1ccc2ccccc2c1C=O
→ 1.2	-0.12	-7	-9	1.1	-13	12	1.1	-4
- CN(C)C(=O)c1cc2cc([N+](=O)[O-])ccc2s1
→ 1.1	-1.1	2	-7	1	-1	1	1	15
- COc1cc(-c2nc3cnccn3c2Nc2ccc(C(C)C)cc2)ccc1O
→ 0.8	-0.87	11	1	0.9	19	-18	0.8	-3
- O=C(C1CCN(S(=O)(=O)c2cccnc2)CC1)N1CCN(C2CCCC2)CC1
→ 1.3	1.4	8	-2	0.9	12	12	0.9	1
- N#Cc1nc(-c2ccco2)oc1N1CCN(C(c2ccccc2)c2ccccc2)CC1
→ 1.2	-0.11	18	-2	0.8	43	-5	0.6	-4
- CCOC(=O)CSc1nnc(CNC(=O)c2ccc(S(=O)(=O)N3CCCCC3)cc2)n1C
→ 1.2	-0.25	11	-8	0.9	14	4	0.9	-10
- Fc1ccc(Nc2nc(Oc3ccc4c(c3)OCO4)nc(N3CCOCC3)n2)c(F)c1
→ 1	-0.66	1	-1	1	5	-4	1	19
- O=C(Nc1ccc2c(c1)OCCO2)c1c(F)cccc1F
→ 1	-0.89	-5	-1	1.1	-21	0	1.2	-3
- COCCCn1c2nc3ccccc3nc2c2c(=O)n(Cc3cccs3)cnc21
→ 1.1	/	-9	3	1.1	0	0	1	-1
- CCCOc1ccc(N2C(=O)C3ON(c4ccccc4)C(CCC)C3C2=O)cc1 (stereo not drawn)
→ 1.3	1.3	32	-4	0.7	52*	-2	0.5	3
- CC1(C)CC(=O)C2=C(C1)OC(N)=C(C#N)C2C#Cc1ccccc1 (stereo not drawn)
→ 1.1	-0.18	15	8	0.8	69*	8	0.3	1
- CC(C)CNc1nc2c(c(=O)n(C)c(=O)n2C)n1Cc1cccc(Br)c1
→ 1.1	-2.4	35	-7	0.6	30	-7	0.7	-10
- COCCCn1nnnc1SCC(=O)Nc1nc(C)c(C)s1
→ /	0.28	/	-1	/	/	-4	/	20
- CC1=Nc2ccccc2/C1=C\c1nc(-c2ccccc2)oc1O
→ 0.8	-0.29	42	-2	0.6	95*	-17	0.1	5
- COc1ccc(-c2nc(CN3CCCC(C(=O)NC4CCCC4)C3)c(C)o2)cc1 (stereo not drawn)
→ 1.7	2	22	8	0.8	8	4	0.9	-9
- COc1cc(C2CC(=O)NC(SCC(=O)Nc3ccccc3C)=C2C#N)ccc1O (stereo not drawn)
→ 1.1	0.55	41	1	0.6	-15	-4	1.2	-14
- Cc1ccc(OCC(O)CN2CCN(c3ccccc3)CC2)cc1 (stereo not drawn)
→ 1.1	-0.05	-2	4	1	-20	1	1.2	0
- Cc1cc(N=Cc2c(O)ccc3ccccc23)no1
→ 0.9	0.47	3	-6	1	-4	0	1	-1
- COc1ccc(OC)c(C2NC(=O)NC(C)=C2C(=O)Nc2ccc(C)cc2)c1 (stereo not drawn)
→ 0.9	1.7	32	/	0.7	20	6	0.8	-6
- COc1ccc(NC(=O)NCc2ccccn2)cc1OC
→ /	1	/	-5	/	/	-13	/	0
- Cc1ccc(NC(=O)CSc2nccc(=O)[nH]2)c(S(=O)(=O)N2CCOCC2)c1
→ 1.2	-0.38	-22	/	1.2	27	-5	0.7	-3
- Cc1sc2ncnc(OCC(=O)c3ccc(S(=O)(=O)N4CCCC4)cc3)c2c1C
→ 1.5	-0.11	73*	-4	0.3	69*	-3	0.3	-1
- CCOc1cc(C2CC(=O)NC3=C2C(=O)C(C(=O)OC)C(C)C3)cc(Br)c1O (stereo not drawn)
→ 1	-1.6	26	0	0.7	23	-1	0.8	-1
- CC(C)Sc1nc(-c2ccccc2)cc(=O)[nH]1
→ 1	0.52	22	1	0.8	14	-12	0.9	2
- CCCCn1nnc(NC(=O)c2ccco2)n1
→ 1	0.4	4	-6	1	0	7	1	0
- CCc1nnc(NC(=O)C2CC(=O)N(CCc3ccccc3)C2)s1 (stereo not drawn)
→ 1.4	-0.18	8	-6	0.9	14	-4	0.9	10
- O=C(CSc1ccc2c(c1)OCCO2)Nc1ccc(Br)cc1
→ 1.1	1.5	95*	7	0	75*	5	0.3	-2
- CCCCn1c(=O)[nH]c(=O)c2c1nc(-c1ccsc1)n2Cc1ccccc1
→ 0.9	-3.1*	18	1	0.8	5	-1	1	-6

A draw from above in order of heavy-atom count, low to high:
Second line of a record: PLAP act	Pyk2 oligo antag	CYP2C19 inhib	EphB4 antag	CYP2C19 act	CYP2C9 inhib	E coli WT exp	CYP2C9 act	PostGolgi yeast
- CC(C)Sc1nc(-c2ccccc2)cc(=O)[nH]1
→ 1	0.52	22	1	0.8	14	-12	0.9	2
- O=C1CC(C(=O)NCc2ccccc2)N=C(N2CCCCC2)N1 (stereo not drawn)
→ 1.2	-0.73	-11	1	1.1	-21	2	1.2	-11
- O=C(C1CCN(S(=O)(=O)c2cccnc2)CC1)N1CCN(C2CCCC2)CC1
→ 1.3	1.4	8	-2	0.9	12	12	0.9	1

Other compounds.
Second line of a record: PLAP act	Pyk2 oligo antag	CYP2C19 inhib	EphB4 antag	CYP2C19 act	CYP2C9 inhib	E coli WT exp	CYP2C9 act	PostGolgi yeast
- O=C(CCC(=O)N(c1ccccc1)C(C(=O)NC1CCCC1)c1ccncc1)Nc1cccnc1 (stereo not drawn)
→ 1.2	0.92	70*	-5	0.3	46	-1	0.5	6
- C=CCn1c(SCC(=O)NCc2ccco2)nc2sc3c(c2c1=O)CCC3
→ 1.2	0.06	-2	3	1	27	-2	0.7	2
- COC(=O)CN1CCN(C(c2ccccc2)c2ccccc2)CC1
→ 1.3	-0.53	-5	-8	1	-16	6	1.2	2
- C=CCn1c(SCC(=O)c2cccs2)nc2sc(C)cc2c1=O
→ 0.9	-2.9	-13	-2	1.1	24	-2	0.8	-4
- CC(NC(=O)CSc1ncnc2nc[nH]c12)c1ccccc1 (stereo not drawn)
→ 1.4	0.26	23	0	0.8	94*	3	0.1	-2
- CC(C)(C)NC(=O)CN(Cc1cccs1)C(=O)CCC(=O)Nc1nccs1
→ 1	1	9	-2	0.9	15	8	0.8	-7
- O=C(O)C1CC=CCC1C(=O)Nc1ccccc1C(=O)N1CCN(c2ccccc2)CC1 (stereo not drawn)
→ 1.2	0.96	-11	2	1.1	6	0	0.9	-2
- CC(OC(=O)C1CC=CCC1C(N)=O)C(Cl)=C(Cl)Cl (stereo not drawn)
→ 1	-0.07	39	-10	0.6	0	5	1	4
- Cc1cc(=O)n2[nH]c(-c3ccco3)nc2n1
→ 1.1	0.04	-17	-2	1.2	-3	-10	1	-4
- COc1ccc(NC(=O)C2CC(=O)N(c3cccc(C)c3C)C2)cc1 (stereo not drawn)
→ 1.8	0.38	32	-2	0.7	-11	5	1.1	-1
- c1ccc(Cn2nnc3c(N4CCCCCC4)ncnc32)cc1
→ 1.5	/	36	-2	0.6	71*	4	0.3	5
- O=C1Nc2cccnc2Sc2ccccc21
→ 1.1	-0.24	1	-2	1	-5	-6	1.1	5
- CSc1ncccc1-c1nc2ccccc2[nH]1
→ 1.1	0.51	-8	0	1.1	13	4	0.9	8
- CN1CC(=O)NC1=NC(=O)c1cc(F)c(F)cc1Cl
→ 1.2	0.56	-14	-5	1.1	-10	2	1.1	4
- COc1ccc2nc(NC(=O)Cc3cccs3)sc2c1
→ 0.8	0.55	33	1	0.7	49	6	0.5	7
- CCOC(=O)C1CCN(C(=O)Nc2ccc3nc(C)c(C)nc3c2)CC1
→ 1.2	1	2	6	1	1	-6	1	9
- O=C(CSc1nnc(-c2ccco2)n1CC1CCCO1)c1ccccc1 (stereo not drawn)
→ 1.4	0.77	70*	-9	0.3	-4	2	1	-3
- COc1ccc(-c2cc(C(=O)N3CCc4ccccc4C3)no2)cc1OC
→ 1.1	0.11	28	-4	0.7	28	-24	0.7	-3
- CCN(CC)S(=O)(=O)c1ccc(-c2nnc(SCC(=O)c3ccc(OC)cc3)o2)cc1
→ 0.8	0.25	-6	4	1.1	24	-18	0.8	4
- Cc1ccc(-c2nnc(-c3cccc(Br)c3)o2)cc1
→ 0.8	-1.3	3	/	1	0	-2	1	4
- COc1cccc(-n2c(COc3ccccc3C)nnc2SCC(=O)O)c1
→ 1.4	0.34	-19	-11	1.2	-1	-3	1	2
- COc1cccc(-c2ccc(C#N)c(SCC(=O)NCCc3cccc(Cl)c3)n2)c1
→ 0.8	0.27	82*	-3	0.2	64*	-4	0.4	-1
- CCOC(=O)c1oc2ccccc2c1NC(=O)C1CCCCC1
→ 0.8	1.1	-7	/	1.1	0	0	1	3
- COc1ccc2[nH]c(=O)c(CN(Cc3cccnc3)C(=O)Nc3ccccc3)cc2c1
→ 1	-1.7	88*	/	0.1	88*	-5	0.1	105*
- O=C(Cn1ncc2c(=O)oc3ccccc3c21)N1CCCN(Cc2ccccc2F)C1
→ 1.1	/	-1	/	1	18	7	0.8	-10
- N=c1c2c3c(sc2ncn1CCN1CCOCC1)CCCCC3
→ 1.2	-0.09	-14	10	1.1	-14	1	1.1	-2
- O=[N+]([O-])c1cccnc1N1CCC(c2cc(-c3ccc(Cl)cc3)n[nH]2)CC1
→ 1.6	-2.9	20	3	0.8	40	-7	0.6	3
- COc1ccc(CNC(=O)C(C#N)c2nc3ccccc3nc2N2CCCC2)cc1 (stereo not drawn)
→ 1.3	0.93	16	11	0.8	24	-11	0.8	1
- Cc1nnc(NC(=O)CSc2cn(CCNC(=O)c3ccccc3)c3ccccc23)s1
→ 1	/	13	-1	0.9	49	-6	0.5	-1

Single records, as listed above:
N=c1c2c3c(sc2ncn1CCN1CCOCC1)CCCCC3 in the list: PLAP act = 1.2; Pyk2 oligo antag = -0.09; CYP2C19 inhib = -14; EphB4 antag = 10; CYP2C19 act = 1.1; CYP2C9 inhib = -14; E coli WT exp = 1; CYP2C9 act = 1.1; PostGolgi yeast = -2
CCCCn1c(=O)[nH]c(=O)c2c1nc(-c1ccsc1)n2Cc1ccccc1 in the list: PLAP act = 0.9; Pyk2 oligo antag = -3.1*; CYP2C19 inhib = 18; EphB4 antag = 1; CYP2C19 act = 0.8; CYP2C9 inhib = 5; E coli WT exp = -1; CYP2C9 act = 1; PostGolgi yeast = -6
CCOC(=O)C1CCN(C(=O)Nc2ccc3nc(C)c(C)nc3c2)CC1 in the list: PLAP act = 1.2; Pyk2 oligo antag = 1; CYP2C19 inhib = 2; EphB4 antag = 6; CYP2C19 act = 1; CYP2C9 inhib = 1; E coli WT exp = -6; CYP2C9 act = 1; PostGolgi yeast = 9
